# OX1R antag-1: OX1R (HCRTR1) antagonists, primary screen, fluorescence, CHO/OX1R cells, Fluo-8 calcium, orexin A; AID 434989, 2010; Fluo-8 calcium fluorescence; 330,000 compounds, 0.43% hits; inhibition, % at 5 µM;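 active = inhibition above its plate's threshold, mean inhibition of all tested compounds on the plate plus 3 SD, cut at about 37% in these data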;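 also: 0% = orexin A challenge wells and 100% = SB-334867-A antagonist wells; not every result past the cut was called active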
# Target sequence (O43613 whole entry, looked up): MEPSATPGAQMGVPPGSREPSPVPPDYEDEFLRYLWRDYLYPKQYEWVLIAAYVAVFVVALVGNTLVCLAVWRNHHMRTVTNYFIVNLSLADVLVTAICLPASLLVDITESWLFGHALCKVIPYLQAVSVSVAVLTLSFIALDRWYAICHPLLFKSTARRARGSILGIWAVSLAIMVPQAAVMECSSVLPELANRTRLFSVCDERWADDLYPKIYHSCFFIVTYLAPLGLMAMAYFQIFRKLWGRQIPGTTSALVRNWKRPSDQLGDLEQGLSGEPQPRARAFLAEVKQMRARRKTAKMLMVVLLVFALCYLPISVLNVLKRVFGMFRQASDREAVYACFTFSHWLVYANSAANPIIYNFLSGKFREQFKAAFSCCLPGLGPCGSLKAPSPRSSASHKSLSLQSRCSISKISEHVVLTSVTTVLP
# OX1R antag-2: antagonists of human orexin 1 receptor (OX1R) | Orexin/Hypocretin receptor type 1 (Homo sapiens), O43613 | OX1R-expressing cells, FRET antagonist read-out | inhibition, % at 6.6 µM | 330,000 compounds, 1.8% hits | AID 485270, 2010; in the data active = inhibition mostly above about 38%, no sharp cut-off; inactive = mostly below about 40%;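 also: 0% = agonist challenge alone and 100% = reference antagonist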
# Starred values were filed as active, the others as inactive. Rows are unselected. About 2.1% of those tested had a hit in this group.
SMILES,OX1R antag-1,OX1R antag-2
CCOc1cc(CNCCc2ccc(S(N)(=O)=O)cc2)ccc1OCC(=O)NC(C)(C)C,-6,23
CC(=O)Nc1sc2c(c1C#N)CCN(Cc1ccccc1)C2,-19,12
COc1cc2c(cc1NC(=O)C(C)Sc1cccc[n+]1[O-])oc1ccccc12 (centres undefined),-16,44
COc1cc2[nH]c(=O)n(CCCC(=O)NC3CCCCC3)c(=O)c2cc1OC,-13,9
COc1ccc(OCC(=O)N2CCN(c3nnc(-c4ccccc4)c4ccccc34)CC2)cc1,-10,10
COc1ccc(CNCc2ccccc2[N+](=O)[O-])cc1OC,-31,7
Cc1c(NC(=O)C(C)OC(=O)c2nc(Cl)ccc2Cl)c(=O)n(-c2ccccc2)n1C (centres undefined),-17,11
COCc1cc(C)nc(SCC(=O)Nc2ccccc2N2CCOCC2)c1C#N,-26,18
COc1cccc(N2C(=O)Nc3ccccc3C2(O)C(=O)NCc2ccc3c(c2)OCO3)c1 (centres undefined),-5,8
O=C(NC1CCCCC1)C(c1cccs1)N(Cc1cccs1)C(=O)c1ccco1 (centres undefined),-4,39
CCOC(=O)CSc1nc2ccccc2n1CC(=O)NC(C)(C)C,-2,9
Cc1cc(NCc2ccc(F)cc2)nc2cc(Cl)ccc12,-31,30
CCN(C(=O)N1CCOCC1)c1ccccc1,-18,1
Nc1cc(CN2C(=O)c3ccccc3C2=O)cc(Cl)c1O,8,14
COc1cccc(N2CC(C(=O)Nc3c(C)cccc3C)CC2=O)c1 (centres undefined),-26,23
CC(C)(CO)Nc1nc(Nc2ccccc2)nc(Nc2ccccc2)n1,-18,12
CCC1Nc2ncnc(N3CCOCC3)c2N(Cc2ccccc2)C1=O (centres undefined),-16,18
C=CCn1c(NCc2cc(C)ccc2O)nc2ccccc21,-30,-2
COc1ccccc1CNC(=O)Cn1ccc2cc(S(=O)(=O)N3CCCC3)ccc21,-8,7
Cc1cc(S(=O)(=O)Nc2ccc(C(=O)NCc3cccnc3)cc2)ccc1F,-22,4
Cc1noc(C)c1C(=O)NC(C)c1ccc(Cl)cc1Cl (centres undefined),-10,6
CC(C)(C)c1ccc(-c2nnc(SCC(=O)O)n2N)cc1,-19,3
COC(=O)CCC(=O)OC1(C)C(=O)C=C2C=C(C3CC3)N(CCCCO)C=C2C1=O (centres undefined),-4,44
Cc1cccc(NC(=O)c2ccc(OC3CSC3)cc2)c1,4,17
CC12CCC(C1)C(C)(C)C2OC(=O)c1ccccc1C(=O)O (centres undefined),-6,17

# Further records
SMILES,OX1R antag-1,OX1R antag-2
CCOC(=O)/C(C#N)=C/c1ccc(OC(=O)c2ccco2)c(OCC)c1,-9,16
N#CCCN(C(=O)CN1c2cccc3cccc(c23)S1(=O)=O)c1ccccc1,-25,1
Cc1nc2nc(-c3ccc(Cl)cc3)cn2nc1C,-7,16
CC(C)(O)CC[C@@H](O)[C@](C)(O)C1CC[C@@]2(O)C3=CC(=O)[C@@H]4C[C@@H](O)[C@@H](O)C[C@]4(C)C3CC[C@]12C (some centres undefined),-10,7
O=C1/C(=C/c2ccccc2O)SC(=S)N1Cc1cccnc1,-6,5
COCc1ccc(CN2CCCC(CCC(=O)NCc3cccc(OC)c3)C2)o1 (centres undefined),-31,31
CC1(C)CC2(CC(C)(C(=O)CSc3nc4ccccc4s3)OC2=O)C(=O)O1 (centres undefined),-9,23
COC(=O)c1[nH]nc(-c2ccccc2)c1-c1ccccc1,-17,1
Cc1cc(SCn2nnc3ccccc3c2=O)nc2ccccc12,1,18
C(=N\N1CCN(c2ccccn2)CC1)/c1cccc2ccccc12,-32,7
COc1ccc(NC(=O)N2CCNC(=O)C2CC(=O)Nc2ccc(F)cc2)cc1 (centres undefined),-8,9
CCOC(=O)Nc1nc(C)c(C(=O)c2ccc(Cl)cc2)s1,1,10
Cc1cc(NC(=O)c2ccc(S(=O)(=O)N(C)C)cc2)n(-c2ccccn2)n1,-12,5
CCCC1C2C(=O)N(c3ccccc3OCC)C(=O)C2ON1c1ccccc1 (centres undefined),-24,22
O=C(CN1C(=O)S/C(=C\c2ccccc2Cl)C1=O)NCCCn1ccnc1,-13,21
COc1cccc(/C=C/C(=O)c2ccc3c(c2)OCCO3)c1OC,-26,10
Cc1ccc(C(=O)Nc2ccc(S(=O)(=O)N3CCOCC3)cc2)cc1C,-12,7
COc1cc(/C=C2\SC(=S)N(CCC(=O)Nc3cccc(O)c3)C2=O)cc(OC)c1OC,-9,7
O=C(Nc1ccc2c(c1)CCC2)c1cccc(F)c1,-11,22
O=C(COc1ncnc2ccccc12)N1CCN(C(=O)c2ccco2)CC1,-35,24
CCCc1ccc(OCc2ccc(C(=O)OC)o2)c(OC)c1,-23,25
CC(=O)Nc1ccc2nc(-c3cccs3)[nH]c2c1,-4,6
COc1ccccc1NC(=O)Cn1nc(C(F)(F)F)c2c1CCCC2,-24,18
COc1ccccc1CNCc1cc(OC)c(OC)cc1OC,-6,9
CCOc1ccc(NC(=O)CN(c2ccc(OC)c(OC)c2)S(=O)(=O)c2ccc(C)cc2)cc1,-33,3

# Next structures:
SMILES,OX1R antag-1,OX1R antag-2
COc1ccc(OC(C)C(=O)N(C)Cc2nc(-c3ccc(C)cc3)no2)cc1 (centres undefined),-14,30
COc1ccc(C(CNC(=O)c2cccc(NC(=O)c3cccs3)c2)N2CCCC2)cc1 (centres undefined),-10,-2
CC1CCN(c2nc3nonc3nc2N2CCC(C)CC2)CC1,-28,11
C[C@H](CO)N1C[C@H](C)[C@H](CN(C)S(C)(=O)=O)Oc2c(cccc2N(C)C)C1=O,1,4
Cc1cc(NC(=O)NC(=O)c2cccc(OC(F)(F)C(F)F)c2)n[nH]1,-4,17
O=C(C1CCOCC1)N1CCC(CO)(CCc2ccccc2)CC1,-16,8
Cc1ccc2c(c1)CCCN2C(=O)c1c(C)noc1C,-18,7
N#Cc1c(N)nc2c(c1-c1cccc(O)c1)CCCCCC2,-7,19
Cc1nn(C(C)(C)C)c(OC(=O)c2ccc3c(c2)OCO3)c1Sc1ccccc1,19,43
O=C(c1nc2nc(-c3ccccc3)cc(C(F)(F)F)n2n1)N1CCCCC1,-25,32
CC(=O)N1CCc2ccc(S(=O)(=O)Nc3ccccc3Cl)cc21,-29,13
CCOC(=O)CSCC(=O)N1N=C(c2cccs2)CC1c1ccc(F)cc1 (centres undefined),-25,13
CCCCN(C(=O)CSc1nnc(Nc2ccc(C)c(C)c2)s1)c1c(N)n(Cc2ccccc2)c(=O)[nH]c1=O,-17,21
CCOc1ccc(Cc2nn[nH]n2)cc1,-4,11
COCCNC(=O)COC(=O)c1cccnc1SC,-13,11
CCOC(=O)c1c(NC(=S)NC(=O)c2ccc(Cn3cc(Cl)cn3)o2)sc2c1CCCCC2,-48,8
CCc1nnc(NC(=O)CSc2nnc(CNc3ccc(Cl)cc3)o2)s1,-20,13
COCCNCC#CCOc1ccc(OC)cc1,-16,2
CCC(C)(C)NC(=S)Nc1ccccc1C,-16,1
CS(=O)(=O)c1sc(C(=O)NC(=O)Nc2cccc(C(F)(F)F)c2)c2c1C=CCC2,-5,2
CN(C)CCNC(=O)COc1cccc2c1OC(C)(C)C2,-2,15
CCOc1ccc(C(=O)N(C)C2CCS(=O)(=O)C2)cc1 (centres undefined),4,-9
CC1(c2ccc(Cl)cc2Cl)OCC(Cn2ccnc2)O1 (centres undefined),7,12
CN(C)c1ccc(NC(=O)/C=C/c2c(Cl)cccc2Cl)cc1,9,72*
COC(=O)CSC(=S)N1C(C)CCCC1C (centres undefined),-13,15

# Entries listed so far marked active in OX1R antag-2.
SMILES,OX1R antag-1,OX1R antag-2
CN(C)c1ccc(NC(=O)/C=C/c2c(Cl)cccc2Cl)cc1,9,72*

# Reformatted: entries from further up
OX1R antag-1 | OX1R antag-2 | molecule
-48 | 8 | CCOC(=O)c1c(NC(=S)NC(=O)c2ccc(Cn3cc(Cl)cn3)o2)sc2c1CCCCC2
-20 | 13 | CCc1nnc(NC(=O)CSc2nnc(CNc3ccc(Cl)cc3)o2)s1

# Remaining list, next part:
SMILES,OX1R antag-1,OX1R antag-2
O=C1CC(c2ccc(O)c(O)c2)Oc2cc(O)cc(O)c21 (centres undefined),17,0
Nc1nnc(-c2cccc([N+](=O)[O-])c2)s1,-4,111*
CC(=O)Nc1ccc(NS(=O)(=O)c2ccc(C)cc2)cc1[N+](=O)[O-],-13,4
CCN(CC(=O)Nc1c(F)cccc1F)C(=O)CN1C(=O)c2ccccc2C1=O,-7,7
c1ccc(CN(Cc2ccccc2)c2c3c(nc4ncnn24)CCC3)cc1,-35,39
CSc1ccccc1OCc1cc(C(=O)N2CCc3c(Cl)cccc3C2)no1,62*,42
Cc1ccc(-c2c(C(=O)NC(C)C)oc(=O)c3ccccc23)cc1,-26,16
Cc1cc(C(=O)NCc2ccco2)c2ccccc2n1,-14,-2
CN(C)CCCNC(=O)CC(c1ccc(F)cc1)c1ccco1 (centres undefined),-7,-1
COc1ccc(Cl)cc1NC(=O)N1CCN(c2ccccc2OC)CC1,-22,16
CCOc1ccsc1C(=O)OC,-7,5
N/C(Cc1cccc2ccccc12)=N\OC(=O)c1cccs1,-9,11
CCOc1ccc2nc(N(CCCN(C)C)C(=O)c3ccc(S(=O)(=O)N4CCCC4)cc3)sc2c1,-36,14
CCn1c(COc2cccc3cccnc23)nnc1SCC(=O)O,-9,6
CCOc1ccc(NC(=O)c2cc3c(C)nc4ccccc4c3o2)cc1,-18,5
Cn1c(C(=O)NCCN2CCc3ccccc3C2)cc2c(=O)[nH]c3ccccc3c21,-36,14
CCN1C(N(C)CCc2c[nH]c3ccccc23)=N[C@@H](c2cccc(C(F)(F)F)c2)C(C(=O)OC)=C1C,23,3
CCN=C1SC(CC(=O)NCCc2ccc(OC)c(OC)c2)C(=O)N1CC (centres undefined),-8,7
O=C(Nc1ccccc1N1CCCC1)c1cc(S(=O)(=O)N2CCOCC2)ccc1Cl,-64,27
Cc1cc(Nc2ccc(Cl)cc2)nc(N)n1,-10,17
CC(=O)OCC(=O)[C@@]1(O)CC[C@H]2[C@@H]3C[C@H](C)C4=CC(=O)C=C[C@]4(C)[C@H]3[C@@H](O)C[C@@]21C,-1,9
COc1ccccc1N1CCN(C/C(C)=C/c2ccccc2)CC1,-22,8
COc1ccc(-c2nnn(CC(=O)NCc3cccs3)n2)cc1OC,-14,12
O=C(COc1ccc2ccccc2c1Br)Nc1cccnc1,-6,1
C/C(=N\N)c1c(-c2ccccc2)c2cc(Br)ccc2[nH]c1=O,-10,32

# 2 compounds drawn at random from the list so far, as already listed:
SMILES,OX1R antag-1,OX1R antag-2
CSc1ccccc1OCc1cc(C(=O)N2CCc3c(Cl)cccc3C2)no1,62*,42
CN(C)c1ccc(NC(=O)/C=C/c2c(Cl)cccc2Cl)cc1,9,72*

# Going on with the list.
SMILES,OX1R antag-1,OX1R antag-2
CCOC(=O)CN(C(=O)CNC(=O)c1ccco1)C(C(=O)NC1CCCC1)c1ccccc1OCC (centres undefined),-26,11
CCC(NS(=O)(=O)c1ccc(OC)cc1)C(=O)O (centres undefined),1,12
CC[n+]1c(C)sc2c3ccsc3ccc21,24,-3
O=C(c1ccc2c(c1)OCO2)N(CC1CCCO1)C1(C(=O)NC2CCCC2)CCCCC1 (centres undefined),-20,10
O=S(=O)(Nc1cccc(-n2cnnn2)c1)c1cc(Br)ccc1Br,-1,16
COc1ccccc1CNC(=O)CCS(=O)(=O)c1ccc2c(c1)CCN2C(C)=O,-19,9
Cc1c(C(=O)O)oc2ccc(S(=O)(=O)NCCC3=CCCCC3)cc12,-18,11
O=C(Nc1nccs1)c1ccc(Cl)nc1,11,7
CCOC(=O)N1CCN(S(=O)(=O)c2ccc(OC)cc2)CC1,14,-8
C#CCn1c(=NC(=O)CN2C(=O)CCC2=O)sc2cc(S(N)(=O)=O)ccc21,-3,18
COc1cccc(NC(=O)CC(=O)c2ccccc2)c1,-4,-3
CCn1c(SCC(=O)Nc2ccc3c(c2)OCCO3)nnc1C1CC1,1,0
CCOC(=O)C1CCN(C(=O)C2CCN(S(=O)(=O)c3cc(Cl)ccc3OCC)CC2)CC1,-1,16
CCCCN(c1nc2ccccc2nc1Cl)S(=O)(=O)c1ccc(C)cc1,1,15
O=c1c2ccccc2c(-c2ccccc2)nn1-c1ccccn1,-15,14
O=S(=O)(CC(c1ccccc1)N1CCCCC1)c1ccc(Cl)cc1 (centres undefined),-14,3
CCCSc1nc(SCC(=O)NCc2ccccc2)c2c3c(sc2n1)COC(C)(CC)C3 (centres undefined),-13,5
Cc1cccn2c(=O)nc(SCC(=O)NCc3ccccc3Cl)nc12,-25,17
OC1CCN(c2c3c(nc4cc(-c5cccc(F)c5)nn24)CCCC3)CC1,-14,31
CCCn1c(O)c(N=Nc2ccc3ccccc3n2)c2ccccc21,-11,12
CC1CCc2nc3ccccc3c(C(=O)OCC(=O)N(C)C3CCS(=O)(=O)C3)c2C1 (centres undefined),-58,10
c1ccc(Cn2c[n+](Cc3ccccc3)cn2)cc1,-12,6
CCN(CC)S(=O)(=O)c1ccc2c(c1)c(=O)c(C(=O)NCCN(C)CCc1ccccc1)cn2C,-25,9
COc1ccc(S(=O)(=O)N2CCOCC2)cc1C(=O)N(C)CCOc1ccc(Cl)cc1,-19,2
Cc1cc(C)n2nc(C(=O)Nc3ccc4c(c3)OCO4)cc2n1,-4,9
Cn1ncc([N+](=O)[O-])c1C(=O)N1CCOCC1,7,15

# Three entries from above, with values under each structure:
# Screens in order: OX1R antag-1	OX1R antag-2
O=S(=O)(CC(c1ccccc1)N1CCCCC1)c1ccc(Cl)cc1 (centres undefined)
  -14	3
CCCSc1nc(SCC(=O)NCc2ccccc2)c2c3c(sc2n1)COC(C)(CC)C3 (centres undefined)
  -13	5
Cc1cccn2c(=O)nc(SCC(=O)NCc3ccccc3Cl)nc12
  -25	17

# Screening results: PubChem, The Scripps Research Institute Molecular Screening Center
